High-throughput results (PubChem)
IL2 activator: activators of IL-2; IL-2 activation reporter assay, cell-based qHTS; stimulated with anti-CD3/CD4/CD28 beads; in transgenic mouse T cells; activation, % (series mostly up to about 46 µM); 360,000 tested, 0.065% active; AID 652025; in the data active means activation above about 50%; inconclusive means mostly about 30% to 49%; further: 0% is about no effect
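Readout is EGFP and DsRed signal by fluorescent plate cytometry after 18 h at 37 degrees C. Transgenic mouse T cells (750/well) received compound for 60 min before bead stimulation (anti-CD3, anti-CD4, anti-CD28); memory T cells served as non-tolerant control.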
HepG2 viability: kills HepG2 cells in TGF-b inhibitor counter-screen | HepG2 CAGA-GFP viability, ATP luminescence, 18 h | Potency, µM (highest dose often 46.1 µM), for the others: top-dose activity change, negative = cytotoxicity, hits mostly cytotoxic | 410,000 tested, 0.76% active; further: potency means the concentration at half of the fitted maximal effect; some results filed as inactive show a strong effect at the top dose
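CellTiter-Glo luminescence gave cytotoxicity after 18 hours at 37 degrees C. The cells were HepG2 CAGA-GFP in 1% FBS DMEM, stimulated with 500 pg/mL TGF-beta after compound addition. %Activity was normalised to no-cell wells (complete cell-killing) and DMSO (no toxicity), and curves were fitted and classified.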
ATXN viability: cell viability loss in ATXN counter-screen; Potency, µM (series often up to 56.7 µM), hits mostly cytotoxic; 400,000 tested, 0.49% active; S2 cells (HEK-293 line with an ATXN2-luciferase reporter) viability, CellTiter-Fluor protease fluorescence, 24 h; further: potency means the concentration at half of the fitted maximal effect; nearly all actives have a fitted effect of over 40% in size
A549 tox: counter-screen for Nrf2 inhibitors: cytotoxicity in A549 cells. A549 ARE-Fluc cells, CellTiter-Fluor viability, 18-24 h. Potency, µM (series often up to 46 µM), without a hit: at the top dose activity change, negative = cytotoxicity, actives largely listed as inhibitors. 390,000 tested, 0.16% active. AID 504648; further: potency means the concentration at half of the fitted maximal effect; on the % scale 0 is the no-effect control and ±100 the full control effect
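A549 ARE-Fluc cells in 5% FBS OPTI-MEM, 5000 cells/well, rested 2 h then exposed to compounds in concentration-response for 18-24 h at 37 °C. Viability by CellTiter-Fluor fluorescence (Ex 405/Em 525) after 30 min; luciferase luminescence (BugLite, 15 min, RT) read afterwards.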
Nrf2 activator: activates Nrf2 signaling; AREc32 ARE-luciferase reporter (MCF7-derived line), luminescence, 24 h; Potency, µM (titrated, usually from 46.1 µM), for inactives: top-dose activation, actives largely listed as activators; 410,000 tested, 0.31% active; AID 624171; further: potency means the concentration at half of the fitted maximal effect; % of control where 0% means no effect; nearly all actives have a fitted effect of over 65% in size
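AREc32 cells carrying an ARE-driven firefly luciferase, 1000 cells/well in OPTI-MEM with 5% FBS, dosed after overnight attachment and incubated 24 hr at 37 deg C. Steady-Glo luminescence read after 30 min at RT.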
Nrf2 block: blocks Nrf2 signaling; A549 ARE-Fluc reporter, luciferase luminescence, 18-24 h; Potency, µM (series often up to 46 µM), for the others: at the highest dose activity change, negative = inhibition, most hits filed as inhibitors; 360,000 tested, 2.1% active; AID 504444; further: potency means the concentration at half of the fitted maximal effect; on the % scale 0 is the no-effect control and ±100 the full control effect; nearly all actives have a fitted effect of over 60% in size
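Reporter: ARE-Fluc in A549. Exposure: 18-24 h, 37 °C, 5% CO2, 5% FBS OPTI-MEM. Readouts: fluorescent cytotoxicity (CellTiter-Fluor), then luminescent Nrf2 signal after BugLite.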
ATXN2 expr inh: inhibitors of ATXN2 expression; 360,000 tested, 0.72% active; AID 1745845; Potency, µM (series often up to 57 µM), without a hit: top-dose activity change, negative = inhibition, hits mostly inhibitors; HEK-293 ATXN2-luciferase reporter, luminescence, 24 h; further: potency means the concentration at half of the fitted maximal effect; on the % scale 0 is the no-effect control and ±100 the full control effect; nearly all actives have a fitted effect of over 55% in size
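ATXN2-luciferase reporter cells (luciferase flanked by upstream and downstream ATXN2 gene portions) were treated 24 h at 37 °C with compounds at up to 57 uM. SteadyGlo luminescence gave expression; GF-AFC fluorescence gave viability.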
EPAC2 agonist: activates human EPAC2 exchange factor. Q8WZA2. EPAC2 activation, biochemical qHTS; response scale: 100% = 6.5 mM cAMP response. Potency, µM (series often up to 154 µM), inactives show top-dose activation, hits mostly activators. 360,000 tested, 0.079% active. AID 720711; further: potency means the concentration at half of the fitted maximal effect; nearly all actives have a fitted effect of over 50% in size
Target sequence (Q8WZA2 whole entry, looked up): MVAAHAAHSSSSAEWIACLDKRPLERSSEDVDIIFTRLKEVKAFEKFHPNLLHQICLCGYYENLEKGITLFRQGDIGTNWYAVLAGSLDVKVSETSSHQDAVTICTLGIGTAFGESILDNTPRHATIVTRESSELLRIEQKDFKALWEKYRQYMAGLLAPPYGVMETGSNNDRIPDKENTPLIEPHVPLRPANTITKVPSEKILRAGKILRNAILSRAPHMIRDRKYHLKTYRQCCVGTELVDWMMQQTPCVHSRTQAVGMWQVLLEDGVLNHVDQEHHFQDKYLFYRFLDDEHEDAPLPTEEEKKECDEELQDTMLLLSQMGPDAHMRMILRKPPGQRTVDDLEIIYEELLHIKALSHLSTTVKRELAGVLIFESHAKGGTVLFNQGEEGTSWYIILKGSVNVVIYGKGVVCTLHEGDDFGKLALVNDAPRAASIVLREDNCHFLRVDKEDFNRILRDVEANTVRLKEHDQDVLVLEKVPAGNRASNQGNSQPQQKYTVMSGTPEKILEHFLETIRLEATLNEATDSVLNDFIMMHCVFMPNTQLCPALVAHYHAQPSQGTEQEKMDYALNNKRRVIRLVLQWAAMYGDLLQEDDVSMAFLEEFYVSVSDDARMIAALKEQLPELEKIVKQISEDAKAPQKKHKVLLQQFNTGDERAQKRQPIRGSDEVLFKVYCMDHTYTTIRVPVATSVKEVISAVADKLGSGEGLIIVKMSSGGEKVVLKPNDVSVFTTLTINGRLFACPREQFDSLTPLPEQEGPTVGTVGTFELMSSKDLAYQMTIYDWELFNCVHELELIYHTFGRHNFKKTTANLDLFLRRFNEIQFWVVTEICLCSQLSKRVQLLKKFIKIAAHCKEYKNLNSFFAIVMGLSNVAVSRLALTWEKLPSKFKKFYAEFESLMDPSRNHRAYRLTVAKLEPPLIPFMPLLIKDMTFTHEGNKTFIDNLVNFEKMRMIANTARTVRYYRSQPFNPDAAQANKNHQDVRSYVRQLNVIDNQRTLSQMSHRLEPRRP
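qHTS, titration series. 100 nM EPAC2 / 250 nM Rap1B-BODIPY-GDP / 50 uM GDP; RT; ex 480/em 540 nm, 5-min reads to 30 min. Norm. to 6.5 mM cAMP = activation.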
TGFb inhibitor: TGF-b pathway inhibition; HepG2 CAGA-GFP TGF-b/SMAD3 reporter, GFP fluorescence, 18 h; TGF-beta stimulated, 500 pg/mL final; Potency, µM (top dose mostly 46.1 µM), without a hit: at the top dose activity, negative = inhibition, hits mostly inhibitors; 410,000 tested, 1.2% active; AID 588855; further: potency means the concentration at half of the fitted maximal effect; on the % scale 0 is the no-effect control and ±100 the full control effect; nearly all actives have a fitted effect of over 65% in size
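HEPG2 CAGA-GFP, 1000 cells/well; 2 h settle, 37 C; cpd via pin tool; TGF-b 500 pg/mL final; 18 h, 37 C; GFP imaging ex488/em500-530; %Activity normalised to -TGF-b and +DMSO controls; CRC fit, curve class.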
* hit, by the source's call; i = inactive; ? = inconclusive; · = not tested or not shown; [ ] = remark or other dose. Unless noted, the call rests on the fitted dose curve; in most records, active means well fitted curve in the direction sought with a large enough effect; inconclusive means small, poorly fitted or top-dose-only effect, or another doubt; inactive means no such curve, though single readings can be large; an effect the other way counts as inactive or inconclusive.

Values in the order: IL2 activator | HepG2 viability | ATXN viability | A549 tox | Nrf2 activator | Nrf2 block | ATXN2 expr inh | EPAC2 agonist | TGFb inhibitor
COc1ccc(CNC(=O)c2cc3sccc3n2Cc2ccc(C)cc2)cc1
 : · | -39% | i | -6% | 0.7% | 8% | 10% | · | -27%
CC(=O)N1CCN(c2ccccc2NC(=O)c2cccs2)CC1
 : 1.4 | -2% | i | 3% | 0.4% | 3% | -28% | 2% | -1%
CN(C(=O)c1cccs1)c1ccc(OCC(=O)Nc2ccc(C(=O)O)cc2)cc1
 : -2.1 | 6% | i | 2% | -0.3% | 2% | 7% | 17% | 10%
C[C@H]1CN([C@@H](C)CO)C(=O)CCCn2nncc2CO[C@@H]1CN(C)Cc1cccc(C(=O)O)c1
 : 0.2 | 1% | i | · | -0.9% | · | 7% | 7% | 2%
Cc1cccnc1NC(=S)NC(=O)/C=C/c1ccco1
 : -0.4 | 0% | i | -13% | ? | ? | 46%[activator] | 8% | -7%
O=C(Cn1c(=O)oc2cc(S(=O)(=O)NC3CCCC3)ccc21)Nc1ccc(F)c(F)c1
 : · | 0% | i | -1% | 4.8% | -10% | 4% | · | ?
C=CC(=O)N1C/C(=C/c2ccc(Cl)cc2)C(=O)/C(=C\c2ccc(Cl)cc2)C1
 : -0.6 | 5µM* | 0.89µM* | 23µM* | -2.7% | ? | 2.8µM* | 3% | 2.2µM*
CC(C)c1nc(NCCN2CCOCC2)c(C#N)c2c1COC(C)(C)C2
 : -0.2 | -23% | i | -9% | 0.2% | -21% | -13% | -5% | -2%
O=C(NC1CCCC1)C(c1ccsc1)N(C(=O)Cc1cccs1)c1ccccc1 (configuration not stated)
 : -1.4 | 8% | i | -1% | -0.5% | 5% | -7% | 8% | -6%
CCCCNC(=O)C(NS(=O)(=O)c1cccc2nsnc12)c1ccccc1 (configuration not stated)
 : -0.5 | 3% | i | -4% | 0.3% | 16% | -2% | 1% | -12%
Fc1cccc(CNc2ncnc3ccc(-c4ccc5c(c4)OCO5)cc23)c1
 : 0.0 | -25% | ? | -13% | -0.7% | ? | ? | 5% | ?
Cc1ccc(S(=O)(=O)Nc2ccc(-n3cnnn3)cc2)c(C)c1
 : -0.8 | -5% | i | -7% | -0.1% | -34% | · | 1% | 4%
COc1ccc(-c2cc(-c3ccccc3)c(C#N)c(S(C)(=O)=O)n2)cc1
 : -0.2 | -10% | ? | -8% | -0.7% | -8% | ? | -3% | -3%
CCn1c(Sc2ccc(N)cc2Cl)nc2ccccc21
 : 3.2 | -4% | i | 4% | 0.1% | 10% | -4% | 8% | ?
CCOC(=O)c1csc(CCNC(=O)c2oc3c(Cl)cc(C)cc3c2C)n1
 : 1.0 | -24% | i | 6% | 3.0% | ? | 24% | 6% | -4%
Cc1cc(C(=O)N/N=C/c2ccc(O)c([N+](=O)[O-])c2)c(C)n1-c1ccc(F)cc1
 : 0.0 | 3% | ? | -10% | 2.3% | 9% | 34% | 1% | 6%
COc1cc(C)c(CNC2CCCCC2)cc1C
 : 1.3 | 0% | i | 10% | 2.4% | 14% | -19% | 0% | 1%
CCN(c1cccc(C)c1)S(=O)(=O)c1ccc2c(c1)CCN2C(C)=O
 : -2.0 | -16% | ? | -10% | 0.3% | ? | ? | -5% | -18%
CCOC(=O)c1ccc(N2CCCCC2)c(NS(=O)(=O)c2cccc(C(F)(F)F)c2)c1
 : -1.0 | -50% | ? | -1% | 6.4% | -2% | · | 5% | ?
CCCN(CCC)Cc1cc(=O)oc2cc(C)cc(C)c12
 : -0.4 | -16% | i | · | -0.3% | · | 3% | -9% | ?
O=C(O)CSc1nc2ccccc2n1C1CCCCC1
 : -1.8 | 12% | i | ? | 0.3% | ? | -19% | 5% | 5%
O=C(c1cnc2ccccn2c1=O)N1CCc2ccccc21
 : 0.4 | -12% | i | -15%[1.84 µM] | 0.4% | ? | 3% | 5% | 19%
CCOC(=O)Cn1c(=O)cc(C)c2c(C)nn(-c3cccc(F)c3)c21
 : · | -11% | i | 3% | -0.9% | 23% | -12% | · | -22%
Nc1ccccc1Oc1c(F)c(F)c(Oc2ccccc2N)c(F)c1F
 : 1.1 | -11% | i | 2% | -0.2% | -18% | -30% | 13% | -4%
CCc1ccc(OCCNC(=O)OCc2ccccc2)cc1
 : -1.7 | 7% | i | -4% | -0.7% | 11% | 8% | 0% | -3%
O=C(Nc1ccc(-c2cn3cccnc3n2)cc1)c1cc(Br)ccc1Cl
 : · | -10% | i | 5% | -0.8% | -8% | -3% | · | ?
Cn1c(=O)cc(OCCCC(=O)Nc2ccccn2)c2ccccc21
 : -1.1 | -52% | i | 1% | 14% | -24% | -19% | 7% | 10%
COc1ccc(OC)c(C2c3[nH]c4ccccc4c3C[C@H]3C(=O)N(C4CC4)CC(=O)N23)c1 (some centres not stated)
 : 0.4 | -3% | i | 5% | 0.6% | ? | · | 7% | 2%
OC1Cc2ccccc2C1Nc1cccc(C(F)(F)F)c1 (configuration not stated)
 : -5.9 | -27% | i | 0% | -0.2% | ? | -4% | 0% | ?
CSCCC(NS(=O)(=O)c1ccc2c(c1)oc(=O)n2C)C(=O)NC1CCCCC1 (configuration not stated)
 : -3.1 | 0% | i | 1% | -0.1% | 2% | -1% | 5% | 8%
CC1(Cc2ccccc2Cl)C(=O)Nc2c(Cl)ccc(Cl)c21 (configuration not stated)
 : -0.3 | -25% | ? | · | 0.4% | · | ? | 3% | ?
Cc1ccc(C(=O)c2cn(Cc3c(F)cccc3Cl)c3nc(C)ccc3c2=O)cc1
 : · | 5% | i | -8% | -0.5% | -8% | 5% | · | -2%
COc1ccc(C(=O)CSc2nnc(CNc3ccc(F)cc3)o2)cc1
 : -0.5 | -13% | i | 3% | 3.5% | -23% | -15% | 4% | 2%
COCCn1c(SCC(=O)Nc2cccc(C)c2)nnc1C(C)C
 : -2.5 | 5% | i | 13% | -0.5% | 32% | -3% | -3% | 3%
COc1ccccc1OCC(=O)OCC(=O)NCCN1C(=O)CSC1=O
 : 1.3 | -1% | · | -2% | -0.4% | -29% | · | 8% | 3%
COc1ccc(NC(=O)CN2C(=O)C(=O)N(C3CCCC3)C2=O)c(OC)c1
 : -0.9 | -4% | i | 0% | 0.2% | ? | 4% | 1% | 1%
O=C(O)COc1ccccc1/C=C1\SC(=S)N(c2cccnc2)C1=O
 : 1.3 | -4% | i | -11% | 0.1% | ? | -2% | -4% | -18%
OCCC1CN(Cc2cccs2)CCN1Cc1ccccc1 (configuration not stated)
 : -6.3 | -25% | i | -3% | 0.3% | -7% | -20% | 1% | 5%
CCC(=O)N(Cc1ccco1)c1nc(-c2ccccc2)cs1
 : -1.8 | -53% | · | -6% | -0.4% | 26% | · | 13% | -30%
Cc1cccc(NC(=O)Cn2cc(S(=O)(=O)N3CCCC3)c(S(=O)(=O)N3CCCC3)c2)c1C
 : · | 9% | i | 2% | 2.4% | ? | -9% | · | -2%
Cc1c(Cl)cccc1NC(=O)CSc1nncn1-c1cccnc1
 : -1.2 | -1% | i | 1% | 0.0% | ? | -4% | 1% | 19%
Cc1c(C)c2ccc(OCC(=O)NCCCn3ccnc3)cc2oc1=O
 : 0.5 | -4% | i | -1% | 4.1% | 8% | · | 8% | 1%
O=C(N/N=C/c1cc(Cl)cc([N+](=O)[O-])c1O)c1ccc2c(c1)OCO2
 : 0.0 | -29% | ? | -4% | 10.0% | -11% | ? | 1% | -23%
COc1ccc(OCCC(=O)OCC(=O)NC2CCCCCCC2)cc1
 : -1.4 | 1% | i | 0% | 0.8% | 6% | 1% | -6% | 3%
CCCCCCCCc1nnc(N)s1
 : -1.0 | -20% | i | 4% | 0.2% | 19% | -5% | 1% | -9%
N#Cc1c2n(c(=S)n(-c3ccc(F)cc3)c1=O)CCCCC2
 : 6.3 | -1% | i | 3% | 0.3% | -17% | -23% | 10% | 7%
CCCCNC(=O)CNC(=S)N(Cc1ccccc1)Cc1cccs1
 : -2.6 | -2% | i | -16% | 1.9% | 23µM* | 26% | -13% | -27%
CCC(C)C(=O)C(=O)N1CCC(n2nccc2NC(=O)CCOc2ccccc2)CC1 (configuration not stated)
 : -3.0 | 3% | i | · | -0.1% | · | · | 9% | -2%
COc1ccc(C2NC(=O)CS2)cc1OC (configuration not stated)
 : 0.2 | 22% | i | 2% | 0.6% | 5% | 3% | 6% | -7%
CC(=O)N1CCCc2cc(S(=O)(=O)N3CCC(C(=O)NCc4ccc(N(C)C)cc4)CC3)ccc21
 : · | -26% | i | -1% | 13% | · | 2% | · | ?
CCC(=O)N1N=C(c2ccc(NS(=O)(=O)c3ccccc3)cc2)CC1c1ccco1 (configuration not stated)
 : 1.8 | -44% | i | -18% | 12% | ? | · | 16% | ?
COc1ccc(CNC(=O)CN2CCC(n3nnc4cc(F)ccc43)CC2)cc1
 : -3.0 | 4% | i | -5% | 4.0% | ? | -9% | 3% | -38%
Cc1ccc(S(=O)(=O)NCC(C)NS(=O)(=O)c2ccccc2[N+](=O)[O-])cc1 (configuration not stated)
 : -0.2 | 6% | i | -4% | -0.9% | ? | -5% | 18% | -15%
CCc1ccc(OCC(=O)N/N=C(\C)c2ccc3c(c2)OCCO3)cc1
 : 0.3 | 4% | ? | -3% | 4.5% | 18% | -4% | -1% | 2%
CCN1C(=O)c2ccccc2S(=O)c2ccc(C(=O)NCc3ccc(C)cc3)cc21 (configuration not stated)
 : · | -3% | i | -9% | -0.2% | -13% | -7% | · | ?
CCc1nc(N)c(C#N)c(-c2ccccc2OC)c1C
 : 0.0 | -8% | i | 8% | -0.6% | · | 3% | 3% | 16%
CN(CC(=O)Nc1ccccc1Br)CC(=O)Nc1ccccc1C(F)(F)F
 : 0.3 | 14% | ? | 2% | -0.2% | -18% | -16% | -1% | -7%

No enrichment for hits, and some 4.3% of all compounds hit somewhere here.
